From PubChem
IDE cell activ – boosts human insulin-degrading enzyme activity in HEK cells; FAbeta-B cleavage, fluorescence polarization; 0% vehicle, 100% cell-free pure enzyme wells; activation, % at 5.96 µM; 340,000 tested, 0.073% active;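 active = activation above the mean of all tested compounds plus 3 SD, set per screening campaign, cut at about 17% in these data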
VIM-2 inhibitor – blocks Pseudomonas aeruginosa VIM-2 metallo-beta-lactamase; purified VIM-2, nitrocefin hydrolysis, epi-absorbance fluorescence; inhibition, % at 5.6 µM; 290,000 tested, 0.89% active; AID 1527;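 active = inhibition above the mean of all tested compounds plus 3 SD, cutoff set per screening run, cut at about 7.5% in these data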;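 note: red hydrolysis product quenches plate fluorescence so inhibitors raise well fluorescence; 0% = enzyme with DMSO and 100% = DMSO without enzyme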
DNA FID counter – counter-screen for HCV NS3 helicase inhibitors: DNA intercalator displacement | AID 1845 | 290,000 tested, 0.17% active | DNA fluorescent intercalator displacement, fluorescence | inhibition, % at 7.9 µM; in the data active = inhibition above about 37%;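 note: 0% = vehicle and 100% = reference compound; higher means more ethidium bromide displaced from hairpin DNA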
IMP-1 inhibitor – inhibitors of Pseudomonas aeruginosa IMP-1 metallo-beta-lactamase | AID 1556 | purified IMP-1, nitrocefin hydrolysis, epi-absorbance fluorescence | inhibition, % at 5.6 µM | 290,000 tested, 0.45% active;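 active = inhibition above the mean plus 3 SD of all compounds in the same screening run, cut at about 4.5% in these data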;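 note: 0% = IMP-1 with DMSO and 100% = DMSO wells lacking enzyme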
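Test system: recombinant IMP-1 enzyme, purified / Medium: HEPES buffer pH 7.1 with ZnSO4 and Brij 35 / Doses: single dose, 5.6 µM / Times: 25 °C, 15 min preincubation, 25 min reaction / Detection: Epi-absorbance via hydrolysed-nitrocefin quenching of white-plate fluorescence, 480/530 nm, EDTA stop / Evaluation: percent inhibition from optical density relative to buffer-blank wells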
PfM18AAP inh – PfM18AAP enzyme inhibition. AID 1822. 290,000 tested, 1.2% active. inhibition, % at 7.35 µM. recombinant PfM18AAP, H-Glu-NHMec fluorogenic cleavage;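 active = inhibition above the campaign mean inhibition over all tested compounds plus 3 SD, cut at about 28% in these data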;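 note: 0% = plate median of test compound wells and 100% = 2 mM ZnCl2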
HCV NS3 hel inh – inhibitors of Hepatitis C virus NS3 helicase. 290,000 tested, 0.56% active. AID 1800. NS3 helicase DNA unwinding, Cy5 molecular beacon fluorescence. inhibition, % at 10.9 µM;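 active = inhibition above the mean of all tested compounds plus 3 SD, set per campaign, cut at about 35% in these data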;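 note: 0% = DMSO wells and 100% = thioflavine S control wells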
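Test system: hepatitis C virus NS3 helicase domain fragment enzyme. Also added: annealed dual-labelled DNA beacon duplex, ATP-started. Timing: 60 min unwinding reaction at 25 °C after ATP addition. Technique: Cy5 fluorescence. Measure: % inhibition of unwinding.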
p-CIP stab down – compounds decreasing mouse p/CIP protein stability; F442A p/CIP-EGFP cells, EGFP fluorescence, 16 h; decrease of EGFP signal, % at 10 µM; 290,000 tested, 0.01% active; AID 1984;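 active = EGFP signal decrease of at least 30% at 10 µM or well 3 SD below plate mean, unless failing retest; inactive = the rest, including hits failing retest or dose response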; note: some compounds called inactive have numbers as strong as hits; many of its hits are not listed in these tables
SUMO HTRF inh – inhibitors of human SUMOylation (UBC9); P63279; HTRF SUMOylation assay, SAE1/SAE2 + UBC9, in vitro; inhibition, % at 35 µM; 290,000 tested, 0.36% active; in the data active = inhibition above about 50%, passing the limit was not always enough; note: strong numbers were not always called active
Target sequence (P63279 whole entry, looked up): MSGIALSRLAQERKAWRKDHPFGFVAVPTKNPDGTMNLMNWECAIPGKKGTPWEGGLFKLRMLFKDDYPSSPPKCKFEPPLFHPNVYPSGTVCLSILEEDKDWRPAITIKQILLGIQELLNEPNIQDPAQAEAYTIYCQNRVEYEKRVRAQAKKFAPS
IDE cell inh – cellular human IDE inhibition. P14735. HEK cells, FAbetaB cleavage, fluorescence polarization. inhibition, % at 5.59 µM. 320,000 tested, 0.41% active;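 active = percent inhibition above the average of all tested compounds plus 3 SD, set per screening campaign, cut at about 16% in these data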;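 note: IDE supplied by intact live HEK cells; FP after avidin binding of uncleaved biotin substrate so inhibition keeps polarization high; 0% = DMSO wells and 100% = 60 µM reference IDE inhibitor Ii1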
Active calls of the source: *; · = not tested or not shown.

Each structure is followed by: PfM18AAP inh	HCV NS3 hel inh	p-CIP stab down	IDE cell inh	SUMO HTRF inh	IDE cell activ	VIM-2 inhibitor	IMP-1 inhibitor	DNA FID counter
COc1ccc(OC)c(/C=N/NC(=O)CNC(=O)c2ccc(S(=O)(=O)N3CCOCC3)cc2)c1
 : -3	1	-18	12	1	0	-0.6	-3.5	-17
Nc1c(C(=O)N2CCCCCC2)oc2ccccc12
 : -2	7	-4	10	10	9	0.7	-2.8	-26
CCOC(=O)C1Cc2c([nH]c3ccccc23)C(C)N1 (stereo unspecified)
 : 4	0	-13	-1	19	4	-0.4	-3.7	2
CCCCn1nc2cc(C(=O)NCc3ccc(OC(F)(F)F)cc3)ccc2c1OC
 : 4	-7	-7	0	12	-1	-0.4	-0.1	-14
CS(=O)(=O)N(CC(=O)NCCSc1ccccn1)c1ccc(F)cc1
 : 3	2	-3	14	8	-1	-0.9	-1.8	-5
Cc1nn(Cc2ccccc2Cl)c(C)c1NC(=O)c1ccn(C)n1
 : -7	1	-1	-4	11	5	-0.9	-1.1	-11
COc1ccc(CNC(=O)CSc2ncn[nH]2)cc1
 : 9	-4	-11	3	0	-4	-0.7	-2.4	-3
Cc1cc(C(=O)NCc2ccccc2F)cs1
 : -6	0	2	-3	5	13	1.6	0.8	-7
CCOc1ccccc1NC(=O)c1ccccc1-c1nc(-c2ccccc2)no1
 : 7	-9	-16	1	-15	4	-0.6	0.0	-4
COC(=O)c1ccc(COC(=O)c2ccc(SC)cc2OC)cc1
 : -1	25	3	3	-21	1	-2.6	-2.9	-7
CC(=O)c1cccc(NC(=O)COC(=O)c2cccc(N3C(=O)c4ccccc4C3=O)c2)c1
 : -3	-2	-12	2	1	3	-2.6	-2.4	-27
Cc1cc(F)ccc1NS(=O)(=O)c1c(C)nc2scc(C)n2c1=O
 : -4	-1	3	1	1	3	1.5	-1.3	-16
Cc1cc(C)nc(SCc2nnc(SCC(=O)Nc3cc(C(F)(F)F)ccc3Cl)o2)n1
 : -3	6	-65	2	-12	-1	-0.7	2.5	-18
CC1Cc2ccccc2N1C(=O)c1ccc2c(c1)nnn2C (stereo unspecified)
 : 8	-4	3	-5	6	5	-0.9	0.4	-10
O=[N+]([O-])c1ccc(N2CCSCC2)cc1O
 : 7	3	-11	-3	-6	3	-2.2	-2.9	2

Continuation:
Each structure is followed by: PfM18AAP inh	HCV NS3 hel inh	p-CIP stab down	IDE cell inh	SUMO HTRF inh	IDE cell activ	VIM-2 inhibitor	IMP-1 inhibitor	DNA FID counter
O=C(c1cccc2ccccc12)n1nnc2ccccc21
 : 9	4	·	-2	·	·	-0.6	-1.8	3
O=C(N/N=C/c1c[nH]c2ccc(Br)cc12)C1CC1
 : -2	4	6	-4	8	3	-2.3	-1.4	-2
Cc1nnc(SCC(=O)N2CCN(S(=O)(=O)c3ccc(Cl)cc3)CC2)[nH]c1=O
 : 7	0	-10	3	7	-2	-0.5	-3.6	2
O=C(Cc1ccccc1)NNC(=O)c1ccc(NC(=O)c2ccccc2)cc1
 : 2	0	5	-4	24	-7	-5.2	-0.5	-2
CCC1CCCCN1c1ccc([N+](=O)[O-])cc1/C=N/NC(=O)Cn1c2ccccc2c(=O)c2ccccc21 (stereo unspecified)
 : 1	0	2	1	6	2	-5.9	-1.6	5
CC(=O)c1ccc(NC(=S)N2CCN(S(=O)(=O)c3ccc(F)cc3)CC2)cc1
 : 4	-6	7	0	0	6	-0.9	-2.1	-20
CC1CC(=O)N(CC(=O)NC2CCCCC2)c2ccccc2S1 (stereo unspecified)
 : 7	-5	-2	3	9	4	-3.3	-2.6	-37
O=C(c1ccco1)N1CCN(C(=O)c2ccc(CS(=O)c3cccc(Cl)c3)o2)CC1 (stereo unspecified)
 : -1	5	-8	2	-2	-1	-4.1	-0.5	-33
Cc1ccc(OCCCSc2n[nH]c(N)n2)cc1
 : 6	-7	-2	0	10	0	-1.3	-3.6	0
CN(c1cccc(NC(=O)Cc2ccccc2)c1)S(C)(=O)=O
 : -2	18	0	-2	8	-3	1.7	-1.6	-3
O=C(O)CN1C(=O)/C(=C\c2cc(Br)ccc2OCc2ccccc2F)SC1=S
 : 11	25	-4	3	25	3	-1.6	-0.9	13
CN(C)c1[nH]c(=O)c(C#N)c2c1CCN2Cc1ccccc1
 : 4	-4	-14	4	9	1	-1.2	-2.8	-7
N/C(=N\OC(=O)Nc1ccccc1)c1ncc(C(F)(F)F)cc1Cl
 : 15	-3	-1	-6	11	0	-2.5	-0.2	2
CC(NC(=O)c1ccco1)C(c1cccs1)N1CCN(c2ccccc2F)CC1 (stereo unspecified)
 : 1	-8	2	-3	-14	4	-4.5	-3.6	-31
O=C(CCCc1c[nH]c2ccccc12)NCc1ccccc1C(F)(F)F
 : -6	-17	-1	-4	6	-1	1.2	-1.8	-21

Ordered by value in VIM-2 inhibitor (ascending): 3 from the list above
mol	VIM-2 inhibitor
Cc1ccc(OCCCSc2n[nH]c(N)n2)cc1	-1.3
O=C(c1cccc2ccccc12)n1nnc2ccccc21	-0.6
O=C(CCCc1c[nH]c2ccccc12)NCc1ccccc1C(F)(F)F	1.2

Going on with the list.
Each structure is followed by: PfM18AAP inh	HCV NS3 hel inh	p-CIP stab down	IDE cell inh	SUMO HTRF inh	IDE cell activ	VIM-2 inhibitor	IMP-1 inhibitor	DNA FID counter
O=C1NC(=Nc2cccnc2)S/C1=C\c1cccc(F)c1
 : 1	9	-1	1	25	0	-1.6	-2.3	0
CCCNC(=O)CN1CCN(c2cc3ccccc3c(Cl)n2)CC1
 : 5	-7	-5	-3	0	0	-1.0	-1.9	-23
CCOC(=O)c1cc(-c2ccccc2)n(CC(=O)Nc2cccc(OC)c2)c1C
 : -2	-2	-18	-3	-8	8	-3.4	-1.7	-11
O=c1c2ccccc2nc2n1CCCS2
 : -4	-1	4	-2	9	2	-1.7	-3.2	1
O=C(NCCCN1CCOCC1)c1ccc(-n2nc(C(F)(F)F)cc2-c2cccs2)cc1
 : -2	-22	-1	0	-8	7	-1.3	-2.3	9
Cc1c([N+](=O)[O-])ccc(S(=O)(=O)N2CCC(C(N)=O)CC2)c1C
 : 5	4	-6	-3	11	7	-1.4	-1.6	1
CCn1cc(CNc2nc3nonc3nc2N2CCCCC2)cn1
 : 1	-5	-17	-1	-10	0	-3.0	-3.2	-5
CCOc1ccc(NC(=O)Cc2ccccc2)cc1
 : -1	-2	-12	2	-8	5	-3.0	0.4	5
C/C(=N\NC(=O)c1nnn(-c2nonc2N)c1CN(C)c1ccccc1)c1ccc(O)cc1
 : 2	-12	2	-5	-26	3	-2.4	-0.6	-27
COc1ccc(NC(=S)NC(=O)/C=C/c2cccs2)cc1
 : 5	8	-25	-3	11	-2	-1.3	-1.8	-1
Cc1nn(CC(=O)NCC(C)c2ccccc2)c(=O)c2cc(-c3ccccc3)nn12 (stereo unspecified)
 : -4	-1	-2	-4	25	4	-2.0	-0.5	-42
O=C(NCc1ccccc1)c1c(Cl)nc(Cl)c(Cl)c1Cl
 : 17	-26	4	-2	-8	3	-2.1	-4.0	-3
CC(NC(=O)/C(=C/c1ccc2c(c1)OCO2)NC(=O)c1cccc([N+](=O)[O-])c1)C(=O)O (stereo unspecified)
 : 2	-7	7	1	-4	4	-2.5	-3.1	-4
CC(C)C(c1nnnn1C(C)(C)C)N1CCOCC1 (stereo unspecified)
 : 8	7	2	-1	24	5	-2.8	-0.7	-1
COc1ccc(-c2nnn(CC(=O)NCc3ccc4c(c3)OCO4)n2)cc1OC
 : -4	3	-30	-2	20	0	-1.6	-1.1	-1

Carrying on:
Each structure is followed by: PfM18AAP inh	HCV NS3 hel inh	p-CIP stab down	IDE cell inh	SUMO HTRF inh	IDE cell activ	VIM-2 inhibitor	IMP-1 inhibitor	DNA FID counter
O=C(O)c1cc(-c2cccs2)nc2ccc(F)cc12
 : -1	-4	-3	-11	8	4	-2.3	-1.9	-3
COc1cccc(NC(=O)C(=O)N/N=C/c2ccc3c(c2)OCO3)c1
 : 6	-2	-5	-5	1	5	-0.2	-0.2	-9
COc1ccc(CN2CCNC(=O)C2CC(=O)O)cc1OC (stereo unspecified)
 : 0	-7	-2	2	9	0	-1.9	-2.6	-1
COc1ccc(-c2[nH]ncc2N=Nc2cc(C)cc(C)c2)cc1
 : 6	-6	1	-3	-14	5	-5.6	-4.4	-5
CC(=O)N1N=C(c2cccs2)CC1c1cccc([N+](=O)[O-])c1 (stereo unspecified)
 : -3	-8	-11	-2	17	4	0.5	-1.5	-4
COc1ccccc1-c1c(C)oc2cc(OCC(=O)OCc3ccccc3)ccc2c1=O
 : 1	-6	-6	3	1	4	-4.4	-1.8	-36
CCO[C@@H]1OC(C(=O)NCc2nc3ccccc3[nH]2)=C[C@H](C)[C@H]1CCCO
 : -10	-3	-13	5	10	8	-1.2	-3.0	-12
CCn1c2ccccc2c2cc(NC(=O)c3cccc(OC)c3)ccc21
 : -12	-17	-2	5	-19	-3	0.0	-1.8	-3
C=CCN(c1ccccc1C(=O)O)S(=O)(=O)/C=C/c1ccccc1
 : 7	0	-5	-6	17	2	-0.1	-1.1	-5
O=C(CSCc1c(Cl)cccc1Cl)N1CCOCC1
 : -1	-8	-4	2	7	3	1.2	-1.9	-7
Oc1ccc(C=Nc2ccc(N3CCOCC3)cc2)c(O)c1
 : 18	30	6	5	-6	3	-2.2	-3.5	-1
C=CCn1cc(C(=O)OC)c(=O)c2cc(S(=O)(=O)N3CCC(C)CC3)ccc21
 : 4	-7	·	-4	·	6	-1.6	-2.8	-16
CCOC(=O)Cn1nnnc1C(C(C)C)N(Cc1cc2c(C)cc(C)cc2[nH]c1=O)C1CCCC1 (stereo unspecified)
 : 4	-4	-4	1	29	3	-1.1	-1.3	0
Cc1noc(C)c1CSCC(=O)OCC(=O)NC1CCCCC1
 : 3	0	0	-3	12	0	-0.6	-0.8	-6
COc1ccc(C)cc1COC(=O)c1[nH]c(C)c(C(C)=O)c1C
 : 9	-12	-28	1	-4	5	-1.3	-4.0	-29

(list continues)
Each structure is followed by: PfM18AAP inh	HCV NS3 hel inh	p-CIP stab down	IDE cell inh	SUMO HTRF inh	IDE cell activ	VIM-2 inhibitor	IMP-1 inhibitor	DNA FID counter
COc1ccc(S(=O)(=O)N2Cc3ccccc3CC2C(=O)O)cc1 (stereo unspecified)
 : 2	5	-14	-1	19	8	-2.0	-5.3	-19
O=C(O)c1ccccc1C(=O)Nc1ccc(Br)c2cccnc12
 : 19	1	12	3	49	-8	-0.6	-4.3	7
Cc1cnc(NC(=O)c2sc(Nc3ccccc3)nc2N)o1
 : 3	13	0	2	10	·	-3.0	-3.2	-7
COCc1cc(=O)[nH]c2cc(NC(=O)c3cccc(OC)c3)c(C)cc12
 : -7	-9	-2	-3	9	0	0.0	-1.6	-18
O=C(C(=O)N1CCOCC1)c1cn(CCOc2ccccc2)c2ccccc12
 : -3	-4	12	11	-5	3	-3.5	-3.7	-26
CC(C)(C)C1CCc2c(sc3c2C(=O)NC(c2ccco2)N3)C1 (stereo unspecified)
 : 3	23	-13	0	12	2	-3.2	-1.8	-13
